# Screening data deposited in PubChem BioAssay by several laboratories.
# Wnt act – Wnt/beta-catenin pathway activators, primary screen, cell-based, plate reader, single point; AID 743398, 2014; activation, % at 9.35 µM; 300,000 compounds, 1.2% hits; Wnt/beta-catenin reporter cell assay, activator; in the data active means activation above about 30%, passing the limit was not always enough;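 further: 0% = neutral control wells and 100% = positive control wells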
# MOR-DOR inv ag – inverse agonists of MOR-DOR heterodimerization, primary screen, cell-based, luminescence; Mu-type opioid receptor (Homo sapiens) + Delta-type opioid receptor (Homo sapiens), …; cell-based MOR-DOR heterodimer luminescence, inverse agonism; inhibition, % at 9.3 µM; 340,000 compounds, 0.21% hits; AID 504357, 2011; in the data active means inhibition above about 22%, passing the limit was not always enough;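 further: 0% = cells with DMSO and 100% = wells without cells with DMSO; values of inactives mirror those of a sister screen read the other way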
# C-LANA FP – inhibitors of KSHV C-LANA binding to DNA, primary screen, biochemical, fluorescence polarization, FAM-LBS DNA, MBP-C-LANA, single point; Kaposi's sarcoma herpesvirus LANA C-terminal domain (residues 932-1162) DNA binding; inhibition, % at 9 µM; 340,000 compounds, 0.078% hits; AID 504423, 2011;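 active means highest replicate inhibition at or above 60% at 9 µM, even if other replicates fall short; inactive means all replicates below 60% inhibition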;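 further: 0% = neutral control wells and 100% = 4 µM acridine orange control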
# OPRM1-OPRD1 ag – agonists of OPRM1-OPRD1 heterodimerization, primary screen, cell-based, luminescence. 340,000 compounds, 0.3% hits. cells. AID 504326, 2011. Mu-type opioid receptor (Homo sapiens) + Delta-type opioid receptor (Homo sapiens), …. activation, % at 9.3 µM; in the data active means activation above about 18%;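 further: 0% = vehicle-treated cells and 100% = reference agonist; values of inactives mirror those of a sister screen read the other way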
# Cardiac RTF inh – cardiac RTF calcium sensitivity inhibitors, primary screen, biochemical, IANBD-TnC fluorescence, EC70 calcium; IANBD-labeled cardiac RTF, Ca2+ fluorescence; 340,000 compounds, 0.12% hits; inhibition, % at 7.15 µM; AID 493244, 2011;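 active means inhibition above the mean inhibition of all tested compounds plus 3 SD, cut at about 17% in these data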;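 further: assay run at fixed EC70 calcium of 1.6 mM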
# Arrestin-AP2 inh – inhibitors of beta-arrestin/AP2 binding, primary screen, biochemical, GPCR trafficking, flow cytometry; FITC-arrestin peptide / GST-AP2 beads; AP2 beta2 appendage carries R879A mutation; beta-arrestin 1 C-terminal peptide binding to AP2 beta2-adaptin appendage (human); AID 504490, 2011; 340,000 compounds, 0.31% hits; inhibition, % at 10 µM;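 active means inhibition above a set limit, near 3 SD of compounds lacking own fluorescence, cut at about 54% in these data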;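 further: plate controls were DMSO wells for no effect and 5 µM unlabelled arrestin peptide for full effect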
#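 test system = AP2 appendage R879A on GSH beads | buffer or medium = PBS plus Tween 20 (0.05%) and BSA (0.1%) | incubation = 12 min plus 1 h, RT | detection = bead flow cytometry, FITC channel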
# Keap1 Nrf2 FP – Keap1-Nrf2 protein-protein interaction inhibitors, primary screen, biochemical, fluorescence polarization, single point | 340,000 compounds, 0.15% hits | inhibition, % at 9.4 µM | Keap1 Kelch-Nrf2 peptide fluorescence polarization, 1536-well | AID 504523, 2011; in the data active means inhibition above about 12%;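 further: human Keap1 Kelch domain with fluorescein labeled Nrf2 9mer peptide probe; 0% = neutral control wells and 100% = peptide positive control; higher means more block of Keap1 binding to Nrf2 peptide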
# Target sequence (Q14145 whole entry, looked up, the tested form may be a part): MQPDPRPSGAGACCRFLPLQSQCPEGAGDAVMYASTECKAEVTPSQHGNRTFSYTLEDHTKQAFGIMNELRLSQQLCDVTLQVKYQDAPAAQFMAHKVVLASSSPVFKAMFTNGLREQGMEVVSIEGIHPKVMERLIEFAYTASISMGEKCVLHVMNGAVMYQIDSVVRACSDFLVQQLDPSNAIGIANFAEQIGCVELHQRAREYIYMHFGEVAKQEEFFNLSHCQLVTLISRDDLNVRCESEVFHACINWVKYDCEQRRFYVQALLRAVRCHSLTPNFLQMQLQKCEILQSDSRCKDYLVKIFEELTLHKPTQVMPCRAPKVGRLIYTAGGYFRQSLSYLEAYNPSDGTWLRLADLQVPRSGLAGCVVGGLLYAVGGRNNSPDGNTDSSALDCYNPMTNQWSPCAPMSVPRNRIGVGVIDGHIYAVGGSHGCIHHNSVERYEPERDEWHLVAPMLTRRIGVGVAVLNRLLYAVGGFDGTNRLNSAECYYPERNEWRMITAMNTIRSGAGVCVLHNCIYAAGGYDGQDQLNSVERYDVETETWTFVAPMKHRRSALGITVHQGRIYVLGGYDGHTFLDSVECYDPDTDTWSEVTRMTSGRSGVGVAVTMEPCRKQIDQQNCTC
# V-ATPase pHluor – regulators of yeast V-ATPase proton pumping, primary screen, pHLuorin cytosolic pH fluorescence | 350,000 compounds, 0.37% hits | response, % at 10 µM | AID 504577, 2011 | S. cerevisiae; in the data active means response mostly above about 7.3%, no sharp cut-off; inactive means mostly below about 5.4%; further: actives read high; inactives centre near 0; some compounds called inactive have numbers as strong as hits; reference of the scale not given here
# RTF Ca sens act – cardiac RTF calcium sensitivity activators, primary screen, biochemical, IANBD-TnC fluorescence, EC20 calcium; IANBD-labeled TnC RTF fluorescence at EC20 calcium; 0% EC20 calcium, 100% full calcium; 340,000 compounds, 0.24% hits; AID 493008, 2010; Troponin I, cardiac muscle (Homo sapiens) + Troponin T, cardiac muscle (Homo sapiens) + …; activation, % at 7.2 µM;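 active means activation above the mean over all tested compounds plus 3 SD, cut at about 30% in these data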;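 further: rise in fluorescence read as greater calcium sensitivity of cardiac thin filaments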
# Pemphigus Ab inh – inhibitors of pemphigus antibody binding to DSG3, primary screen, biochemical, bead-based, flow cytometry, scFv-GFP; binding (percent of control), % at 10 µM; AID 588358, 2011; 310,000 compounds, 0.48% hits; Desmoglein-3 (Homo sapiens), P32926; DSG3-coupled beads, scFv-anti-DSG3-GFP binding; active compounds read low;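 active means binding more than 3 SD below its plate's average and above zero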;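 further: hits lower antibody fragment binding to DSG3; some compounds called inactive have numbers as strong as hits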
# Starred values were filed as active, the others as inactive; x = no result given.
1) COc1ccc(C(=O)N2CCOC2CNC(=O)C(=O)NCc2ccccc2Cl)cc1 (centres undefined)
2) CCC(C)(C)C1CCc2[nH]nc(C(=O)NC3CCCC3)c2C1 (centres undefined)
3) Cc1ccc(NC(=S)N(CCCN2CCOCC2)Cc2ccccn2)cc1Cl
4) COc1ccc(NC(=O)N2CCC(n3cnc4ccccc43)CC2)cc1
5) COC(=O)c1c(NC(=O)C2=COCCO2)sc(C)c1C
6) CCc1ccc(CCC(=O)Nc2ccc(OC)cc2)o1
7) CC(=O)O[C@@H]1[C@@]2(C)O[C@H]2CC[C@]23O[C@H]2[C@H](OC3=O)C2=C(C)C(=O)O[C@@]21O
8) O=C(c1ccco1)N1CCN(C(=O)c2cc3sccc3n2Cc2ccccc2)CC1

assay / entry	1	2	3	4	5	6	7	8
Wnt act	1	21	x	-1	7	2	-2	-1
MOR-DOR inv ag	14	-61	24	9	9	12	1	3
C-LANA FP	-0.9	3.7	0.3	-0.5	0.5	0.1	0.0	-0.6
OPRM1-OPRD1 ag	-2.5	11	-4.5	-1.7	-1.6	-2.3	-0.1	-0.5
Cardiac RTF inh	-1	2	-1	-9	3	-3	-4	0
Arrestin-AP2 inh	11	31	7	-4	5	-6	0	-2
Keap1 Nrf2 FP	0	-1	0	-4	-4	7	-6	-7
V-ATPase pHluor	-5	-5	4	-3	-4	0	-8	3
RTF Ca sens act	4	14	-5	3	-4	-13	4	2
Pemphigus Ab inh	96	103	112	104	107	105	102	99

9) CCOC(=O)c1nn(-c2ccc(C)cc2)c(=O)cc1OCC(=O)Nc1cc(C)ccc1OC
10) O=C(COc1ccc(S(=O)(=O)N2CCOCC2)cc1)NCCN1CCOCC1
11) COc1cc2ccccc2cc1C(=O)N1CCN(C)CC1
12) CC(=O)n1cc([C@H]2C=C(C(=O)N3CCN(Cc4ccc5c(c4)OCO5)CC3)O[C@@H](OCc3ccc(CO)cc3)C2)c2ccccc21
13) CC(=O)c1c(C)oc2ccc(N(C(C)=O)S(=O)(=O)c3ccc(F)cc3C)cc12
14) Cc1ccc([N+](=O)[O-])cc1S(=O)(=O)Nc1ccc(-c2ccc(N3CCOCC3)nn2)cc1
15) COc1cc(CCC(=O)OCC(=O)Nc2cccc(S(=O)(=O)N(C)C)c2)cc(OC)c1OC
16) O=C(Nc1cccc(C(=O)N2CCCC2)c1)C1CCCC1

assay / entry	9	10	11	12	13	14	15	16
Wnt act	-2	-3	-1	-3	1	2	-3	-5
MOR-DOR inv ag	5	-7	-1	-3	6	17	-5	-2
C-LANA FP	0.7	-2.0	1.7	1.6	0.1	-0.9	0.5	-0.5
OPRM1-OPRD1 ag	-0.8	0.8	0.1	0.6	-1.1	-3.1	0.9	0.3
Cardiac RTF inh	2	3	-5	-7	2	-1	2	-14
Arrestin-AP2 inh	-1	20	38	3	-5	1	29	17
Keap1 Nrf2 FP	0	-2	2	-4	1	2	-2	-4
V-ATPase pHluor	-2	-2	2	4	-1	-1	-3	-2
RTF Ca sens act	-2	-1	-3	0	-3	-2	7	2
Pemphigus Ab inh	106	102	77	111	101	97	104	100

17) CCN(C(=O)CSc1ccccn1)C1CCCCC1
18) CC(C)CN(C(=O)COC(=O)c1ccc([N+](=O)[O-])o1)C1CCS(=O)(=O)C1 (centres undefined)
19) COc1ccc(NC(=O)CN(C)C(=O)c2cn(-c3ccccc3)nc2-c2ccc(F)cc2)cc1
20) CCCC/C(O)=C1\C(=O)CC(C)(C)CC1=NCCCCCC(=O)O
21) CS(=O)(=O)Nc1ccc(OCc2ccccc2)cc1
22) Cc1ccc(-n2nc3c(c2NC(=O)C(C)(C)C)CS(=O)(=O)C3)cc1
23) COc1cc(C2CC(=O)c3cnc(NC(=O)COc4ccccc4)nc3C2)cc(OC)c1OC (centres undefined)
24) Cc1noc(C)c1CSc1ccccc1C(=O)O

assay / entry	17	18	19	20	21	22	23	24
Wnt act	10	x	-1	-1	-3	x	0	0
MOR-DOR inv ag	6	0	-20	8	13	6	1	6
C-LANA FP	0.8	0.3	-0.6	0.0	-0.5	1.0	0.4	0.8
OPRM1-OPRD1 ag	-1.6	-0.1	4.8	-1.4	-2.5	-1.2	-0.2	-0.9
Cardiac RTF inh	-8	-8	-7	-6	0	1	-8	-12
Arrestin-AP2 inh	8	27	8	29	0	-1	-5	1
Keap1 Nrf2 FP	0	4	0	2	1	0	-6	-3
V-ATPase pHluor	-4	-1	1	-1	-3	0	4	4
RTF Ca sens act	-3	3	-1	1	3	-4	-6	8
Pemphigus Ab inh	x	101	x	99	91	101	107	96

25) CCN(CC)C(=O)c1ccc(S(=O)(=O)N2CCC(c3nc4ccccc4s3)CC2)cc1
26) Cc1cc(C)cc(NC(=O)CN(C)S(=O)(=O)c2cccc3nsnc23)c1
27) COc1ccc(-c2ccc(/C=C3/C(=N)N4C=CSC4=NC3=O)o2)c([N+](=O)[O-])c1
28) CCc1ccccc1NC(=O)c1ccc(NCCc2ccccc2)c([N+](=O)[O-])c1
29) CCC(=O)NC(=S)Nc1ccc(NC(=O)c2ccc(C)c([N+](=O)[O-])c2)cc1
30) CC(C)Sc1cc(N2CCCC2)nc(-c2ccccc2)n1
31) Cc1ccc(NS(=O)(=O)c2ccc3oc(=O)ccc3c2)cc1Cl
32) O=C(NC1CCN(Cc2ccccc2)CC1)c1ccccc1OCc1ccccc1Cl

assay / entry	25	26	27	28	29	30	31	32
Wnt act	x	-5	6	3	x	x	-2	1
MOR-DOR inv ag	-15	-1	2	6	-14	-7	-6	-1
C-LANA FP	1.3	-0.6	2.3	0.0	-0.5	-1.4	0.1	0.7
OPRM1-OPRD1 ag	2.4	0.2	-0.3	-1.0	2.6	1.2	1.2	0.2
Cardiac RTF inh	-4	-18	-7	1	-3	1	-8	-3
Arrestin-AP2 inh	3	-4	25	4	0	-1	0	1
Keap1 Nrf2 FP	-1	1	2	-4	-4	-4	1	-1
V-ATPase pHluor	-2	0	6	-1	9	-2	7	-3
RTF Ca sens act	-8	-6	-1	-6	2	4	3	-6
Pemphigus Ab inh	92	x	94	94	68	80	114	100

# Part of the list above in another layout.
entry	canonical_smiles	Wnt act	MOR-DOR inv ag	C-LANA FP	OPRM1-OPRD1 ag	Cardiac RTF inh	Arrestin-AP2 inh	Keap1 Nrf2 FP	V-ATPase pHluor	RTF Ca sens act	Pemphigus Ab inh
28	CCc1ccccc1NC(=O)c1ccc(NCCc2ccccc2)c([N+](=O)[O-])c1	3	6	0.0	-1.0	1	4	-4	-1	-6	94
29	CCC(=O)NC(=S)Nc1ccc(NC(=O)c2ccc(C)c([N+](=O)[O-])c2)cc1	x	-14	-0.5	2.6	-3	0	-4	9	2	68
30	CC(C)Sc1cc(N2CCCC2)nc(-c2ccccc2)n1	x	-7	-1.4	1.2	1	-1	-4	-2	4	80
31	Cc1ccc(NS(=O)(=O)c2ccc3oc(=O)ccc3c2)cc1Cl	-2	-6	0.1	1.2	-8	0	1	7	3	114

# (list continues)
33) O=C(O)c1cccc(N/N=C/c2ccc(-c3ccccc3)cc2)c1
34) CC(C)Nc1nc(C#N)nc(NC(C)C)n1
35) NC(=O)c1csc(-c2ccncc2)n1
36) CC1(C)S/C(=N/N=C/c2cccs2)NC1=O
37) CSc1nc(NCC(C)O)c2c3c(sc2n1)CN(C)CC3 (centres undefined)
38) Cc1ccc(CCNC(=O)CCn2c(=O)c3cccn3c3ccc(F)cc32)cc1
39) N#CCCn1cc(C(=O)Nc2ccc([N+](=O)[O-])cc2)c(-c2cccs2)n1
40) Nc1nc(-c2ccc(Cl)cc2)nn1C(=O)c1ccco1

assay / entry	33	34	35	36	37	38	39	40
Wnt act	5	x	-2	x	1	0	-5	-1
MOR-DOR inv ag	-14	15	-5	19	11	12	13	-7
C-LANA FP	0.6	0.8	-0.2	2.4	-1.3	-1.4	-1.3	-1.4
OPRM1-OPRD1 ag	2.7	-2.9	0.9	-4.2	-2.1	-2.4	-2.6	1.6
Cardiac RTF inh	3	-4	-5	-3	-8	-1	-15	-4
Arrestin-AP2 inh	12	3	-8	-5	-9	2	3	5
Keap1 Nrf2 FP	-3	1	-1	0	1	1	-1	0
V-ATPase pHluor	-2	0	-1	3	-1	-3	11	-4
RTF Ca sens act	7	3	4	-4	1	-5	0	-2
Pemphigus Ab inh	105	82	x	115	92	x	96	95

41) Cc1ccc(S(=O)(=O)N2CCC(C(=O)Nc3ccc(N4CCOCC4)cc3)CC2)cc1C
42) COc1nnc(-c2ccc(C)c(S(=O)(=O)NCC3CCCO3)c2)c2ccccc12 (centres undefined)
43) Nc1nc(-c2ccco2)nn1C(=O)c1ccccc1Cl
44) COc1ccccc1NC(=O)NC1(C(=O)N2CCN(C)CC2)CCCCC1
45) Cc1ccc(Cl)cc1N1CCN(S(=O)(=O)c2c(C(=O)N3CCOCC3)c(C)n(C)c2C)CC1
46) Cc1ccc(C)c(OCC(=O)NCC2COc3ccccc3O2)c1 (centres undefined)
47) COc1ccc(CCN(C(=O)c2cccc(F)c2)C2CC(=O)N(c3ccccc3)C2=O)cc1 (centres undefined)
48) NC(=O)c1cc([N+](=O)[O-])ccc1NCc1ccc(N)cc1
49) CC(C)(C)c1ccc(OCCCC(=O)N2CCOCC2)cc1
50) CCOC(=O)/C=C1\SCC(=O)N1CC(=O)Nc1ccc(C(C)C)cc1
51) O=C(NC(N1CCCCCC1)C(Cl)(Cl)Cl)c1ccccc1Cl (centres undefined)

assay / entry	41	42	43	44	45	46	47	48	49	50	51
Wnt act	-2	0	-1	-2	0	4	x	-7	14	x	-1
MOR-DOR inv ag	13	18	6	9	16	-12	4	14	4	-5	-3
C-LANA FP	-1.6	-0.3	-1.1	-0.9	-0.6	-1.1	0.0	-0.7	1.4	-0.6	-0.4
OPRM1-OPRD1 ag	-2.0	-2.9	-1.3	-1.2	-3.1	3.0	-0.7	-2.3	-0.7	0.9	0.6
Cardiac RTF inh	-8	-11	-7	-1	5	0	-2	-6	-10	-5	-8
Arrestin-AP2 inh	-12	0	-5	-6	12	-2	-5	2	13	0	4
Keap1 Nrf2 FP	-1	-2	0	-4	0	1	1	-1	3	-3	-2
V-ATPase pHluor	-5	-4	3	0	-4	-3	-2	-2	2	-6	2
RTF Ca sens act	-6	-5	-1	2	-2	2	5	5	-3	4	10
Pemphigus Ab inh	97	x	95	x	104	x	103	94	82	101	109

# Random draw from the library; 3.1% or so of the library scored in one or more.
